# High-throughput results (PubChem BioAssay)
# PAX8 reporter: inhibitors of PAX8-driven TPO luciferase reporter, primary screen, RMG-I cells, single concentration; 360,000 tested, 1.2% active; SteadyGlo, 24 h; inhibition, % at 12.6 µM; AID 652154, 2013;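 active = mean replicate inhibition at least 60% with every replicate also reaching 60%; inconclusive = only one of the two criteria is met; inactive = mean below 60% and not all replicates reaching 60%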;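 note: luciferase light reporting Pax8 driven TPO promoter activity; plate controls were median of neutral control wells for no effect and mitoxantrone controls for full effect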
# ERAP1 inh: human ERAP1 aminopeptidase inhibitors, primary screen, biochemical, single point, plate reader. Endoplasmic reticulum aminopeptidase 1 (Homo sapiens), Q9NZ08. recombinant ERAP1, Leu-AMC fluorescence, 60 min. inhibition, % at 10.7 µM. 340,000 tested, 0.15% active. AID 652197, 2013;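 active = mean replicate inhibition of at least 30%, or all replicates individually reaching that 30% level; inactive = mean below 30% and not every replicate reaching it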;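 note: 0% = neutral control wells and 100% = L-leucinethiol positive control wells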
# Target sequence (Q9NZ08 whole entry, looked up): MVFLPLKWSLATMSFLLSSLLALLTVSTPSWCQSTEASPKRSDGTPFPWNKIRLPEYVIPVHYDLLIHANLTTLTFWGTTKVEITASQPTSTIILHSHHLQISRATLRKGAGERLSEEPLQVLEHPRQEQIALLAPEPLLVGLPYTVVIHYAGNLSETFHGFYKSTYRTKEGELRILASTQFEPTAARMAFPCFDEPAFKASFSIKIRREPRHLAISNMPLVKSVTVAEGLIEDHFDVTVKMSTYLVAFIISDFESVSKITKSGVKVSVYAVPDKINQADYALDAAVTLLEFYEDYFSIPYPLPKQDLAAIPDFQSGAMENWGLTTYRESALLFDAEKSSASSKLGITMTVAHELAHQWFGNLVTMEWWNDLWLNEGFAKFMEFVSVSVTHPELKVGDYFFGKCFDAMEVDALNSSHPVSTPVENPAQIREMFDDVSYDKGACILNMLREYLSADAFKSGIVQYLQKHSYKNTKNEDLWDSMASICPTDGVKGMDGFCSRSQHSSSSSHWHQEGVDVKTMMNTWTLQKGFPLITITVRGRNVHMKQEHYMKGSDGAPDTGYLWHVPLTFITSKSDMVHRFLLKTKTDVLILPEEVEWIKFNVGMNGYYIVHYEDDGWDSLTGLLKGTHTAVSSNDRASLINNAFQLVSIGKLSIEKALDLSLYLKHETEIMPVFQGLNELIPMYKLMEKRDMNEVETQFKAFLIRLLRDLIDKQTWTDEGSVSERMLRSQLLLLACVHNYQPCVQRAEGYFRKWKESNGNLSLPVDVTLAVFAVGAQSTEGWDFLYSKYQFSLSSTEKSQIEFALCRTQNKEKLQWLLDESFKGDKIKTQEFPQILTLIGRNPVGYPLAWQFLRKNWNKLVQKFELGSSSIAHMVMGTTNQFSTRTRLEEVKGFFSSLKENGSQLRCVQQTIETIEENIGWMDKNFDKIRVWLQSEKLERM
# PglD DTNB: C. jejuni PglD acetyltransferase inhibitors, primary screen, biochemical, DTNB colorimetric, single point | AID 602405, 2012 | purified PglD enzyme, DTNB colorimetric CoA detection | 360,000 tested, 0.098% active | UDP-N-acetylbacillosamine N-acetyltransferase PglD (Campylobacter jejuni) | inhibition, % at 12.5 µM; in the data active = inhibition above about 16%, passing the limit was not always enough; inconclusive = no clear call, values can overlap the other calls; note: strong numbers were not always called active
# FN deposit inh: inhibitors of fibronectin matrix deposition, primary screen, AH1F cells, Alexa488-fibronectin fluorescence, plate reader | AH1F fibroblasts, overnight | inhibition, % at 12.6 µM | 350,000 tested, 0.086% active;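 active = mean inhibition across replicates of 30% or more, regardless of how many single replicates reach that level; inconclusive = mean under 30% yet at least half of replicates reach 30%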;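 note: positive control wells lacked labelled fibronectin entirely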
#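 Assay system: AH1F fibroblasts / Quantity: 10000 cells per well / Medium: DMEM plus 2% serum, read in PBS / Reagent: labelled fibronectin 24 nM / Dosing: single dose, pinned / Times: 1 h cell attachment, overnight exposure to compound and label / Signal: fluorescence, ex 485 nm, em 525 nm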
# S100A4 inh HTS: inhibitors of S100A4-myosin IIA peptide binding, primary screen, biochemical, fluorescence polarization, TAMRA-MyoIIA peptide. Protein S100-A4 (Homo sapiens), P26447. inhibition, % at 10.7 µM. 360,000 tested, 0.14% active;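 active = mean inhibition of at least 70% across replicates, with every replicate also reaching that level; inconclusive = mean inhibition reaches 70% but some replicates fall short; inactive = mean inhibition below 70%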
# Target sequence (P26447 whole entry, looked up): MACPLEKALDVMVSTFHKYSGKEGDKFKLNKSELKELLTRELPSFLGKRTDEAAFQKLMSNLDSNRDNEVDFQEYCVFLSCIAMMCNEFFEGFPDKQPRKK
#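 incubation = readout 5 min after mixing, signal stable up to 60 min | system = S100A4 monomer protein | buffer or medium = HEPES pH 7.2 with CaCl2, KCl, NaCl, DTT, Triton | benchmarks = neutral control DMSO, positive control TFP | also added = fluorescent myosin IIA peptide, 5 nM | compound dosing = one concentration per compound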
# PGC1a acetyl inh: inhibitors of PGC1a acetylation signal, primary screen, cell-based, U2OS, AlphaScreen, inhibitor mode. AlphaScreen anti-acetyl-lysine; with virally co-expressed GCN5 acetyltransferase. inhibition, % at 15.6 µM. 350,000 tested, 0.17% active;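 active = every replicate shows inhibition of at least 40%; inconclusive = mean inhibition at least 40% but some replicate below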;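 note: 0% = neutral control wells and 100% = positive control wells; some results beyond the cut were filed as inactive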
# LGR2 inh: inhibitors of bursicon-induced LGR2 CRE-luciferase signal, primary screen, cell-based, HEK293, CRE-luciferase reporter, bursicon stimulation | Drosophila bursicon receptor LGR2 (rickets) | bursicon-stimulated, 4 h | inhibition, % at 9.99 µM | 380,000 tested, 0.35% active | AID 720647, 2013;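 active = drop in luminescence signal, shown as inhibition above about 50% in the replicate tests, limit read from the data, passing the limit was not always enough; inconclusive = probably only some replicates passing the limit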;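 note: agonist challenge used bursicon conditioned medium at about half maximal strength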
# EWS-Fli block: EWS/Fli-driven NR0B1 reporter inhibitors, primary screen, A673 cells, NR0B1 luciferase, luminescence, MLPCN library; inhibition, % at 12.6 µM; 350,000 tested, 0.67% active; viability-normalised;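 active = mean inhibition of at least 50% after viability correction, with every replicate also passing that limit; inconclusive = mean reaches 50% but only one of two replicates passes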;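 note: firefly luciferase signal divided by Alamar Blue viability fluorescence both relative to DMSO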
# Numbers without * were called inactive; ? = inconclusive; nt = no result given; & = joins results of further samples. Rows are unselected (roughly 2.1% active in at least one column).
SMILES,PAX8 reporter,ERAP1 inh,PglD DTNB,FN deposit inh,S100A4 inh HTS,PGC1a acetyl inh,LGR2 inh,EWS-Fli block
CO[C@@H]1CC[C@H]2CCN(C)C(=O)CCCN(C)C(=O)c3cccc(C#N)c3OC[C@@H]1O2,-2,0,0,-5,3,nt,-2,2
CCOC(=O)N1CCN(C(=O)c2cn(CC)c3ccc(S(=O)(=O)N4CCOCC4)cc3c2=O)CC1,15,0,-3,4,-6,nt,6,-2
C[C@H](NC(=O)C[C@H]1C[C@H]2c3cc(NS(C)(=O)=O)ccc3O[C@H]2[C@@H](CO)O1)c1ccccc1,-10,-1,-2,nt,1,-13,4,9
COc1cccc(-c2cccc(NC(=O)C3CCN(C4CCC4)CC3)c2)c1,-2,-4,-7,-6,-7,nt,-3,6
COc1ccc(CN2C[C@@H](CO)O[C@@H](n3cnc4c(N5CCOCC5)ncnc43)C2)cc1,-13,-2,0,-8,?,nt,-24,-5
COc1ccc(-c2cc(=O)oc3cc(OCC(=O)Nc4ccc(CCO)cc4)ccc23)cc1,-1,1,-1,-1,8,14,-9,nt
COc1ccc([Si](C)(C)[C@@H]2[C@@H](CCn3cc(CCO)nn3)O[C@]3(C(=O)N(Cc4ccc(N5CCOC5=O)cc4)c4ccccc43)[C@H]2C)cc1,nt,-1,1,nt,7,-19,nt,35
CC(=O)CSc1nnc(CN2C(=O)CSc3ccc(C(F)(F)F)cc32)n1C,-14,1,nt,-4,3,nt,-18,-1
Cc1ccc(S(=O)(=O)Cn2nnnc2C(c2ccccn2)N2CCN(c3ccccc3)CC2)cc1 (centres undefined),nt,nt,8,-2,nt,14,-14,nt
O=C(C1CCCN1S(=O)(=O)c1cccc2nsnc12)N1CCCCC1 (centres undefined),-5,nt,0,-6,1,-4,-3,4
C[C@H](CO)N1C[C@H](C)[C@@H](CN(C)Cc2ccncc2)Oc2ccc(NC(=O)C3CCCCC3)cc2C1=O,-7,-3,0,nt,2,nt,10,0
CCOc1ccc(/C=C2\SC(=S)N(CC(=O)N(CCO)C(C)(C)C)C2=O)cc1,-11,7,nt,2,2,3,4,3
CC(C)(C)c1ccc(C(=O)c2c[nH]c(C(=O)NCCc3ccccn3)c2)cc1,8,1,-5,nt,2,-1,-1,-8
CCCCCCSc1cc(-c2nc3cnccn3c2NCCCC)ccc1OC,nt,-7,-4,nt,-31,-7,4,nt
CCC(=O)N1CC[C@H]2[C@@H]1c1cc(-c3ccc(C#N)cc3)ccc1N(C)[C@H]2CO,10,nt,-1,12,nt,2,-11,14
COc1cccc(NC(=O)N2[C@@H]3CNC[C@H]2C3c2ccc(/C=C/c3ccccc3)cc2)c1 (some centres undefined),nt,-2&0,nt,-2&4,-8&-19,-4,31&12,nt
COC(=O)C(CC(=O)CNC(=O)c1ccccc1)NC(=O)c1ccccc1 (centres undefined),nt,-9,4,-2,0,-10,-5,-12
C[C@@H]1CCCCO[C@@H](CN(C)C(=O)NC2CCCCC2)[C@H](C)CN([C@@H](C)CO)C(=O)c2cc(NS(=O)(=O)c3cccs3)ccc2O1,2,2,2,nt,-12,6,16,15
COCCCn1c(SCC(=O)N2CCOCC2)nc2ccccc2c1=O,-8,-2,1,1,-2,16,-8,2
CCOC(=O)C(=CNc1ccc(N2CCCCC2)c(S(=O)(=O)Nc2ccccc2OC)c1)C(=O)OCC,-8,-10,3,0,0,nt,-8,18
O=C(CN1CCN(C(c2ccccc2)c2ccccc2)CC1)N1N=CCC1c1ccccc1 (centres undefined),1,-1,nt,5,0,3,6,-6
O=C(C[n+]1ccc(C(=O)N/N=C/c2ccc(O)cc2)cc1)c1ccccc1,-10,nt,2,0,nt,-23,nt,nt
CS(=O)(=O)C1=NN2C(=N)/C(=C\c3ccc(OC(=O)c4ccco4)cc3)C(=O)N=C2S1,-8,0,-7,6,-12,-8,-13,2
Cc1cccc(C)c1OCC(C)N (centres undefined),0,3,1,-4,-1,0,7,-15
COc1ccc(S(=O)(=O)NC2CC(=O)N(c3ccc4c(c3)OCCO4)C2)cc1 (centres undefined),-19,1,nt,5,7,nt,-6,-7
Cn1c(C(=O)O)cc2c(=O)n3ccccc3nc21,15,-116,nt,2,4,nt,-1,1
CO[C@@H]1CN(C)C(=O)c2cc(NC(=O)C3CCOCC3)ccc2OC[C@H](C)N(C)C[C@H]1C,5,0,4,-8,4,nt,-6,-1
CN(CCCCOc1ccc(F)cc1)Cc1ccccc1,3,2,1,-5,7,-17,7,4
COCCNS(=O)(=O)c1ccccc1,nt,1,3,nt,4,-11,23,6
O=C(CC(NC(=O)OCc1ccccc1)c1nn[nH]n1)OCc1ccccc1 (centres undefined),-117,-5,-1,6,-1,4,-80,-99
COCC(=O)N1C[C@@H](C)[C@H](OC)CN(C)C(=O)c2ccc(NS(C)(=O)=O)cc2OC[C@H]1C,-24,nt,1,1,-7,-1,7,-3
COC(=O)C[C@H]1CC[C@@H]2[C@@H](COc3ccc(NC(=O)c4cnccn4)cc3C(=O)N2C)O1,5,nt,-1,16,8,-2,-5,-4
CCC(=O)N1[C@@H]2c3ccc(C4=CCCC4)c(=O)n3C[C@H]1[C@H](CO)[C@H]2C(=O)NCC1CCCCC1,-15,-8,-4,nt,12,nt,0,5
CC(=O)Nc1ccc(NC(=O)C(C)OC(=O)c2ccccc2Sc2ccccc2C#N)cc1 (centres undefined),-16,3,-1,18,-4,nt,2,-1
Cc1ccc(/C=C/C(=O)Nc2ccc(S(N)(=O)=O)cc2)o1,-6,-1,nt,nt,3,nt,6,3
Cc1ccc(Nc2cc(C)nc3ccccc23)c(C)c1,10,0,nt,6,-2,nt,5,9

# Structural class: the compounds so far containing a furan ring, fused or not
SMILES,PAX8 reporter,ERAP1 inh,PglD DTNB,FN deposit inh,S100A4 inh HTS,PGC1a acetyl inh,LGR2 inh,EWS-Fli block
CS(=O)(=O)C1=NN2C(=N)/C(=C\c3ccc(OC(=O)c4ccco4)cc3)C(=O)N=C2S1,-8,0,-7,6,-12,-8,-13,2
Cc1ccc(/C=C/C(=O)Nc2ccc(S(N)(=O)=O)cc2)o1,-6,-1,nt,nt,3,nt,6,3

# (further entries)
SMILES,PAX8 reporter,ERAP1 inh,PglD DTNB,FN deposit inh,S100A4 inh HTS,PGC1a acetyl inh,LGR2 inh,EWS-Fli block
O=C(Nc1cccc2nsnc12)c1cccnc1Cl,-17,3,nt,-2,0,nt,5,-11
Fc1ccccc1-c1csc(=Nc2cccnc2)n1CCCn1ccnc1,-31,5,nt,1,4,nt,nt,32
O=C(CN1C(=O)c2ccc([N+](=O)[O-])cc2C1=O)Nc1nnc(C2CC2)s1,3,2,nt,-12,2,nt,-3,-8
CN1c2ccc(-c3ccccc3)cc2[C@@H]2[C@@H](CCN2C(=O)Cc2ccccc2)[C@H]1CO,-1,-1,1,-14,-3,-18,-16,2
CC(C)[C@H](NC(=O)N1CC(=O)Nc2ccccc21)C(=O)Nc1nccs1,32,-1,nt,-3,-7,-3,6,8
COc1cccc(CNC(=S)Nc2ccc(Cl)cc2C)c1,6,-3,5,-1,4,nt,-6,12
CCCOC(=O)c1ccc(NC(=O)c2ccccc2OC)cc1,-18,0,nt,2,4,nt,-31,-11
CC(C)CCNC(=O)C(c1ccc(O)cc1)N(Cc1cccs1)C(=O)C1COc2ccccc2O1 (centres undefined),44,1,nt,-2,1,nt,?,3
O=C1Nc2ccccc2C1C(C[N+](=O)[O-])c1ccccc1 (centres undefined),-21,6,-3,-1,0,6,-3,10
Cc1ccc(S(=O)(=O)N(C)C[C@H]2Oc3ccc(NC(=O)CCC(F)(F)F)cc3C(=O)N([C@@H](C)CO)C[C@H]2C)cc1,-47,3,-2,nt,-5,-12,6,8
COc1cccc(N(CC(=O)N2CCN(C)CC2)S(=O)(=O)c2ccccc2)c1,nt,4,0,nt,2,-2,13,0
O=C(NCCc1c[nH]c2ccccc12)c1cc2ccccc2oc1=O,-96,1,nt,nt,0,nt,-41,-57
Cc1c(C(=O)N2CCCCC2)nn(-c2ccc(Cl)cc2)c(=O)c1C#N,11,4,-7,-12,-3,-4,-3,2
O=C(NC1CCCC1)N1CC(=O)N2[C@H](CO)[C@H](c3ccc(-c4cccnc4)cc3)[C@H]2C1,nt,0,nt,nt,-25,-9,7,8
COc1cccc(NC(=O)CN(C)C(=O)c2ccc(S(=O)(=O)Nc3ccccc3C)cc2)c1,9,2,-7,-1,1,-1,-11,0
Cc1cc2cccc(C)c2nc1SCC(=O)NC1CCCCC1,-5,2,nt,-4,10,-12,-4,-10
CCO[C@@H]1OC(C(=O)N2CCN(C)CC2)=C[C@H](c2coc3ccccc3c2=O)[C@H]1CCCO,-15,-1,1,8,-7,7,2,-142
COc1cccc(C#Cc2ccc([C@H]3[C@@H](CO)N(C(=O)c4ccccn4)[C@H]3C#N)cc2)c1,92*,-1,3,-2,-1,3,-4,31
Cc1cccc(-n2cc[nH]c2=S)c1C,-5,-1,nt,2,-7,nt,2,-1
CCOC(=O)N1CCC(NC(=O)c2ccc(CS(=O)c3cccc(C)c3)o2)CC1 (centres undefined),5,0,1,-13,-2,-2,-2,-1
C[C@@H]1CN([C@@H](C)CO)C(=O)c2cccc(NS(=O)(=O)c3ccc(F)cc3)c2O[C@H]1CN(C)Cc1ccncc1,3,2,2,nt,-26,-10,7,-7
CC(=O)c1c(O)cc(=O)oc1-c1ccc(C)cc1,-8,nt,nt,-2,-1,nt,-4,2
O=C(NCC[C@@H]1CC[C@H](NS(=O)(=O)c2ccc(F)cc2)[C@H](CO)O1)Nc1ccc(F)cc1,3,0,-1,-2,7,-1,-1,-17
Cc1sc2nc(SCc3nc4ccccc4[nH]3)n(Cc3ccco3)c(=O)c2c1C,12,1,3,-6,-6,-6,-9,18
Cc1ccc(S(=O)(=O)NCC[C@H]2CC[C@H](NC(=O)CC3CC3)[C@@H](CO)O2)cc1,3,5,4,7,7,8,25,-6
Cc1cc(NS(=O)(=O)c2ccc(NC(=S)NC(=O)c3ccc(Br)cc3)cc2)no1,-2,-2,1,4,-5,nt,0,9
CCN(CC)C(=O)CSc1nc2c(sc(=S)n2-c2ccccc2)c(=O)n1-c1ccccc1OC,-4,-3,-2,-1,2,nt,14,-8
COc1ccc(C(=O)CSc2nnc(CNC(=O)c3ccccc3)n2C)cc1,-4,1,1,2,1,7,-4,-2
C[C@H](CO)N1C[C@H](C)[C@H](CN(C)S(=O)(=O)c2ccccc2)OCCCC[C@H](C)Oc2ccc(NC(=O)CCC(F)(F)F)cc2C1=O,7,-1,6,nt,-1,-5,6,6
COc1ccc(NC(=O)C2(C)Cc3c(-c4cccc(C(N)=O)c4)ccnc3O2)cn1 (centres undefined),-5,3,-2,5,-3,-14,-22,41
